Compound activity as filed in PubChem BioAssay.
WRN helicase inh: qHTS for Inhibitors of WRN Helicase; Bifunctional 3'-5' exonuclease/ATP-dependent helicase WRN (Homo sapiens), Q14191; 360,000 tested, 0.46% active; WRN helicase unwinding, fluorescent forked duplex, kinetic; Potency, µM (highest dose often 114 µM), without a hit: top-dose activity change, negative = inhibition, most hits filed as inhibitors; also: potency is read from the fitted curve at half-maximal effect; % is scaled to controls: 0 for no effect and ±100 for the full control effect; nearly all actives have a fitted effect of over 55% in size
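Kinetic fluorescence helicase assay: unwinding of a quenched forked DNA duplex (100 nM final) with 2 mM ATP final raises red fluorescence (525/598 nm). Compounds sat 15 min at room temperature with 20 nM WRN beforehand.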
PLK1 PBD inh: qHTS for Inhibitors of PLK1-PDB (polo-like kinase 1 - polo-box domain): Primary Screen; 360,000 tested, 2.8% active; Serine/threonine-protein kinase PLK1 (Homo sapiens), P53350; Plk1 PBD binding of FITC phosphopeptide, fluorescence polarization; AID 720504, 2013; Potency, µM, for inactives: max response, negative = inhibition, usual class: inhibitors; also: potency is read from the fitted curve at half-maximal effect; series mostly up to about 57 µM; % is scaled to controls: 0 for no effect and ±100 for the full control effect; nearly all actives have a fitted effect of over 65% in size
IL-2 act: qHTS of IL-2 Activators. activation, % (series mostly up to about 46 µM). IL-2 activation reporter assay, cell-based qHTS; stimulated with anti-CD3/CD4/CD28 beads; in transgenic mouse T cells. 360,000 tested, 0.065% active; in the data active = activation above about 50%; inconclusive = mostly about 30% to 49%; also: 0% is about no effect
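Unstimulated transgenic mouse T cells preincubated 60 min with compound, then stimulated with anti-CD3/anti-CD4-coated beads plus anti-CD28 for 18 h at 37 degrees C. IL-2 response read as EGFP and DsRed fluorescence by plate cytometry.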
DRD3 antagonist: qHTS of D3 Dopamine Receptor Antagonist: qHTS | D(3) dopamine receptor (Homo sapiens), P35462 | D3R cells, DiscoveRx beta-arrestin luminescence, antagonist mode; hits give low values | max response, negative = inhibition, % | 360,000 tested, 2.5% active | AID 652054, 2013; in the data active = max response below about -50%; inconclusive = no clear call, values can overlap the other calls; also: % is scaled to controls: 0 for no effect and ±100 for the full control effect; mostly tested at two doses, the higher about 12 µM
Target sequence (P35462 whole entry, looked up): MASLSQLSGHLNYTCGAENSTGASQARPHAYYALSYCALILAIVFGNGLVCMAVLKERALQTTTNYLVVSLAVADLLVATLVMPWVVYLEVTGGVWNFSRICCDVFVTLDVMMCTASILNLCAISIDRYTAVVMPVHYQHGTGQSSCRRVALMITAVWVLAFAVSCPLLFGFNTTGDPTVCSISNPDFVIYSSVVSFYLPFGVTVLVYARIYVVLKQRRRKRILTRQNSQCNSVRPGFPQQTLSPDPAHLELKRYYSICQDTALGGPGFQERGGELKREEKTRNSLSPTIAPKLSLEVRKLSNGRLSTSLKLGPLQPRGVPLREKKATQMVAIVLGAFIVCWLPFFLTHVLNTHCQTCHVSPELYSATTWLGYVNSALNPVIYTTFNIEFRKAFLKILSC
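Cells expressing the human receptor were seeded at 1500 cells/well, incubated overnight at 37 degrees C in 5% CO2, then exposed to library compounds with dopamine controls for 90 minutes at 37 degrees C before luminescent detection.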
GLP1R ag: qHTS of GLP-1 Receptor Agonists. HEK293 GLP-1R CRE-luciferase, luminescence, 4-6 h; cells express a hypersensitive GLP-1R form. Potency, µM (top dose mostly 45.6 µM), for inactives: at the highest dose activation, usual class: activators. 380,000 tested, 0.007% active. AID 624172, 2012; also: potency is read from the fitted curve at half-maximal effect; % of control where 0% means no effect
GLP1R inv ag: qHTS of GLP-1 Receptor Inverse Agonists (Inhibition Mode). Potency, µM (highest dose often 38.3 µM), for inactives: top-dose activity change, negative = inhibition, most hits filed as inhibitors. HEK293 GLP-1R CRE-luciferase, luminescence, 24 h; GLP-1R form is constitutively active. 410,000 tested, 1.6% active. Glucagon-like peptide 1 receptor (Homo sapiens), P43220; also: potency is read from the fitted curve at half-maximal effect; % is scaled to controls: 0 for no effect and ±100 for the full control effect; nearly all actives have a fitted effect of over 55% in size
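Inverse agonism was detected as reduced cAMP-driven luciferase luminescence after 24 h compound treatment. The cells were HEK293 clones expressing constitutively active human GLP-1R with the reporter. Reporter-only and GPR119 cell lines served as counterscreen controls.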
D3 ag: qHTS of D3 Dopamine Receptor Agonist: qHTS. max activation, %. D3R DiscoveRx beta-arrestin cells, luminescence, 90 min. 410,000 tested, 0.58% active; in the data active = max activation above about 30%; also: 0% is about no effect; mostly tested at two doses, the higher about 12 µM
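Agonist mode: compounds and dopamine controls were applied to plated cells for 90 min at 37 degrees C after an overnight attachment at 1500 cells/well. Luminescent read-out followed 30 - 60 minutes at room temperature with DiscoveRx detection reagent.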
PI5P4K alpha inh: qHTS for Inhibitors of phosphatidylinositol 5-phosphate 4-kinase (PI5P4K) | Phosphatidylinositol 5-phosphate 4-kinase type-2 alpha (Homo sapiens), P48426 | PI5P4Kalpha enzyme, ADP-Glo luminescence, 60 min; hits give low values | max response, % | 330,000 tested, 1.2% active; active = max response of -50% or lower; inconclusive = between -30% and -50%; inactive = -30% or higher; also: value at the top dose of about 77 µM; % is scaled to controls: 0 for no effect and ±100 for the full control effect
Target sequence (P48426 whole entry, looked up): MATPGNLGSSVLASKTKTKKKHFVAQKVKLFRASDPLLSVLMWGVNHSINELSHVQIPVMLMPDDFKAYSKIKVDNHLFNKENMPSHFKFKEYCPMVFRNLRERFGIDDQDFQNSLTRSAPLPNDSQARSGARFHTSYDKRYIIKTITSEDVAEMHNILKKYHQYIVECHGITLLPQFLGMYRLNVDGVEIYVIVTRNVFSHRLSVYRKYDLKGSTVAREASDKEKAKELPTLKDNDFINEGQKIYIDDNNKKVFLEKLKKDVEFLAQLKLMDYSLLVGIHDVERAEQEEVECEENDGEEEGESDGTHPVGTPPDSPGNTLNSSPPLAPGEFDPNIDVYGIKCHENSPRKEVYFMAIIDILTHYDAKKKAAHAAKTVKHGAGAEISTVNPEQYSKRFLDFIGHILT
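Human PI5P4Kalpha with substrate in 0.038 M HEPES pH 7.4, 0.28 mM EGTA, 0.1% CHAPS, 5% DMSO; reaction started with 5 microM ATP (final), 60 min at room temperature. ADP formed read by ADP-Glo luminescence.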
HEK293 tox: qHTS of GLP-1 Receptor Inverse Agonists: Cytotox Screen; HEK293 cAMP-luciferase reporter cells, luminescence, 24 h; Potency, µM (top dose mostly 38.3 µM), for the others: top-dose activity change, negative = inhibition, most hits filed as inhibitors; 410,000 tested, 0.13% active; AID 624418, 2012;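 also: loss of luciferase light is scored as toxicity; potency is read from the fitted curve at half-maximal effect; % is scaled to controls: 0 for no effect and ±100 for the full control effect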
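Compound-treated cells are incubated 24 hr at 37 deg C under 5% CO2 after a 12 hour attachment period, then luciferase detection reagent is added and luminescence is measured following 12 min at room temperature; lowered signal indicates toxicity.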
Starred values were filed as active, the others as inactive; ? = inconclusive; nt = no result given; [ ] = remark or other dose. Unless noted, calls follow the shape of the dose curve; as a rule, active = well fitted curve in the direction sought with a large enough effect; inconclusive = small, poorly fitted or top-dose-only effect, or another doubt; inactive = no such curve, though single readings can be large; an effect the other way counts as inactive or inconclusive.

SMILES	WRN helicase inh	PLK1 PBD inh	IL-2 act	DRD3 antagonist	GLP1R ag	GLP1R inv ag	D3 ag	PI5P4K alpha inh	HEK293 tox
Cc1ccc(C)c(NC(=O)CCc2c(C)nn(-c3ccc(N4CCCCC4)nn3)c2C)c1	0%	-7%	-2.2	1	8%	?	2	2	-7%
Cc1nnc(C)n1/N=C/c1ccc(-c2ccccc2Cl)o1	11%	?	-2.3	3	9%	4%	-8	2	11%
COC(=O)c1cc(=O)nc2scc(C)n12	10%	1%	-2.0	-17	2%	-4%	-5	-7	?
C[C@@H]1CN([C@H](C)CO)C(=O)c2cccc(NS(=O)(=O)c3cccs3)c2O[C@H]1CN(C)Cc1ccccc1	1%	-14%	-0.3	-1	3%	15%	3	-5	-25%
O=C(NNC(=O)c1ccncc1)Nc1ccc(N=Nc2ccccc2)cc1	-6%	-2%	0.5	3	-2%	4%	3	-1	-36%
O=C(O)C(Cc1ccc(O)c([N+](=O)[O-])c1)N1C(=O)c2ccccc2C1=O (stereo not given)	-1%	-4%	-0.3	5	-4%	6%	-4	-13	-17%
Cn1cnc(C(=O)NCc2ccccc2)c1C(=O)NCc1ccccc1	2%	-12%	-0.5	-29	18%	?	-11	6	?
O=C(Nc1ccc(Cl)cc1Cl)c1csc(-c2cccnc2)n1	2%	-11%	0.1	-7	0%	11%	4	-6	4%
Cc1nnc(SCC(=O)Nc2ccc(N3CCOCC3)cc2)o1	4%	-5%	-2.6	-25	3%	1%	1	0	7%
CSCC(C)N1CCC(n2nccc2NC(=O)CCCc2ccccc2)CC1 (stereo not given)	21%	?	4.3	1	11%	6%	-7	-2	-3%
Cc1ncc(CN2CCC(CO)(CCc3ccccc3)CC2)s1	0%	-1%	-0.7	?	11%	-5%	-15	0	4%
CSc1nn2c(C(F)(F)F)cc(C(F)(F)F)nc2c1C(=O)O	-10%	2%	-0.6	11	-6%	11%	8	2	-15%
C=CCNC(=O)C1CC(c2cccc(OC)c2)=NO1 (stereo not given)	5%	-7%	-3.0	-10	-12%	7%	-14	nt	5%
COc1ccccc1CNC(=O)c1ccc2c(=O)n(CCCN3CCCC3=O)c(=S)[nH]c2c1	13%	-8%	-1.8	-9	2%	37%[activator]	-8	-15	-7%
ON=C1/C(=N\O)CC2(C/C1=N/O)OCCO2	?	-9%	-0.1	27	0%	0%	1	nt	1%
Cc1ccc(C(=O)N2CCC2(C)C(=O)NC(C)C)cc1 (stereo not given)	1%[57.1 µM]	-8%	-0.5	22	-3%	26%	4	-1	6%
COc1ccc(/C=N/NC(=O)c2ccc(F)cc2)cc1CN1CCc2cc(OC)c(OC)cc2C1C (stereo not given)	-8%	-4%	-0.9	0	-1%	-28%	-4	-7	-25%
Cc1ccc(OCC(O)CN2CCCC2)cc1 (stereo not given)	-33%	-15%	1.0	-7	-15%	-7%	-21	5	-7%
COc1ccc(C2=NN(C(C)=O)C(c3cn(-c4ccccc4)nc3-c3cccs3)C2)cc1 (stereo not given)	nt	nt	nt	nt	1%	?	-1	nt	8%
Cc1cc(-n2c(SCc3ccccc3F)nc3n[nH]c(C)c3c2=N)ccc1Cl	-2%	-9%	-0.5	-25	4%	18%[7.66 µM]	1	-4	30%[7.66 µM]
Cc1ccc(C(=O)OC(C)C(=O)Nc2ccc(S(N)(=O)=O)cc2)cc1S(=O)(=O)N1CCOCC1 (stereo not given)	-8%	0%	-3.4	5	7%	2%	-15	8	5%
CCN(CC)S(=O)(=O)c1ccc(C)c(NS(=O)(=O)c2cc(/C=C/C(=O)O)cc(OC)c2OC)c1	-3%	-7%	0.4	7	0%	1%	1	1	-4%
CCOc1cc(/C=N/n2nnnc2N)ccc1OCc1c(C)no[n+]1[O-]	-14%	-7%	-0.9	0	19%	49%[activator]	-4	-6	1%
C[C@H]1COC(=O)[C@H](Cc2ccc(F)cc2)C/C=C\C[C@H](CC(=O)NCCO)C(=O)N1	10%	7%	-0.1	-18	-8%	25%	30*	-9	5%
O=C(/C=C/c1ccc(Br)cc1)NC(=O)c1ccccc1O	-33%	-29%	2.2	17	1%	32%	2	-3	-15%
C=CCN1C(=O)C(CC(=O)Nc2ccc(OCC)cc2)N(Cc2ccccn2)C1=S (stereo not given)	-7%	-18%	-0.3	5	8%	?	9	1	-7%
O=C(NCC1CCCO1)C1CCC(=O)N1Cc1ccc(F)cc1 (stereo not given)	1%	-6%	0.3	-7	2%	-4%	-9	nt	1%
Cc1ccc(-n2c(C)nnc2SCC(=O)N(C)C2CCS(=O)(=O)C2)cc1 (stereo not given)	1%	1%	-0.2	12	8%	4%	0	3	-19%
CC1=CC(C)(C)N2C(=O)C3(NCCc4c3[nH]c3ccccc43)c3cc(C)cc1c32 (stereo not given)	-3%	-15%	0.8	?	-1%	-37%	-4	3	-10%
CCOc1cccc(CN2CCCC(C(=O)c3cccc(C(F)(F)F)c3)C2)c1O (stereo not given)	0%	-7%	-0.2	?	4%	?	-12	1	8%
CCOC(=O)CSc1nc(N)c(C#N)c(-c2cccs2)c1C#N	-3%	-15%	0.7	5	14%	1%	3	-1	4%
Cc1ccsc1-c1nc(C(N)=O)c2[nH]c(=O)n(-c3ccc(Cl)cc3)c2n1	-7%	-15%	2.1	2	1%	6%	-4	-27	1%
CCN(CC(=O)Nc1ccccc1C(=O)NC1CC1)Cc1cccs1	-2%	-2%	0.1	10	1%	5%	2	1	2%
CCCCN1C[C@H](Cc2ccccc2)[C@@H](CC(=O)Nc2ccccc2)C1=O	-16%	-6%	-3.0	-3	-4%	?	1	2	0%
O=C(c1ccccc1)N(Cc1ccco1)C1CCS(=O)(=O)C1 (stereo not given)	11%	0%	-0.5	44	-9%	71%[activator]	-2	0	0%
CCOc1ccc(S(=O)(=O)N2CCOCC2)cc1[N+](=O)[O-]	-3%	4%	-1.6	4	-8%	31%	0	1	0%

Exported field by field: 3 of the compounds above
> Cc1ccc(-n2c(C)nnc2SCC(=O)N(C)C2CCS(=O)(=O)C2)cc1 (stereo not given)
  WRN helicase inh = 1%; PLK1 PBD inh = 1%; IL-2 act = -0.2; DRD3 antagonist = 12; GLP1R ag = 8%; GLP1R inv ag = 4%; D3 ag = 0; PI5P4K alpha inh = 3; HEK293 tox = -19%
> CC1=CC(C)(C)N2C(=O)C3(NCCc4c3[nH]c3ccccc43)c3cc(C)cc1c32 (stereo not given)
  WRN helicase inh = -3%; PLK1 PBD inh = -15%; IL-2 act = 0.8; DRD3 antagonist = ?; GLP1R ag = -1%; GLP1R inv ag = -37%; D3 ag = -4; PI5P4K alpha inh = 3; HEK293 tox = -10%
> CCOc1cccc(CN2CCCC(C(=O)c3cccc(C(F)(F)F)c3)C2)c1O (stereo not given)
  WRN helicase inh = 0%; PLK1 PBD inh = -7%; IL-2 act = -0.2; DRD3 antagonist = ?; GLP1R ag = 4%; GLP1R inv ag = ?; D3 ag = -12; PI5P4K alpha inh = 1; HEK293 tox = 8%

The list continues.
SMILES	WRN helicase inh	PLK1 PBD inh	IL-2 act	DRD3 antagonist	GLP1R ag	GLP1R inv ag	D3 ag	PI5P4K alpha inh	HEK293 tox
O=C1NCCC/C1=N/Nc1ccc(F)cc1	6%	-9%	0.0	-2	0%	-31%[7.66 µM]	1	-1	1%[7.66 µM]
CC(C)(C)CC(C)(C)NC1=CC(=O)OC12CCCCC2	-1%	-1%	0.3	-12	-2%	0%	5	nt	-9%
COc1cccc(NC(=O)CCNC(=O)C2CCN(S(=O)(=O)c3ccc(F)cc3)CC2)c1	-13%	-14%	-1.0	-12	-6%	-9%	-8	2	-1%
CC(O)(c1cccc(F)c1)c1nc(-c2ccc(S(C)(=O)=O)cc2)cs1 (stereo not given)	-5%	0%	0.6	-12	-5%	23%	-13	-2	8%
CCc1cccc(C)c1NC(=O)CN1C(=O)c2cccc3cccc1c23	nt	nt	nt	nt	-2%	6%	5	nt	10%
CCOc1ccccc1C(=O)NCc1ccco1	?	-22%	-3.4	-20	14%	0%	-3	-11	1%
O=C(Nc1cccc(NC(=O)c2sc3ccccc3c2Cl)c1)c1ccco1	-28%	-13%	-0.7	14	2%	-23%	3	2	-4%
CCOC(=O)c1c(C)c(C(=O)NCC2CCCO2)c(C)n1C (stereo not given)	-3%	-12%	-1.0	-5	0%	8%	0	nt	5%
O=C(Cn1ccc(C(F)(F)F)n1)N=Nc1c(O)[nH]c2ccc(Br)cc12	0%	-14%	-0.2	0	8%	5%	2	-3	-6%
Cc1cccc(Nc2nnc(SCC(=O)c3c(N)n(C4CC4)c(=O)[nH]c3=O)s2)c1	-4%	-6%	0.2	14	-5%	27%	0	-3	-2%
O=S(=O)(NCc1cccnc1)c1cccc2nsnc12	5%	-10%	-2.0	16	5%	2%	14	nt	2%
Cc1ccc(C)c(NC(NC(=O)c2cccnc2)C(Cl)(Cl)Cl)c1 (stereo not given)	-3%	-14%	-0.7	-13	-1%	0%	1	nt	-7%
